NPY1 pot ag = potentiators or agonists of human neuropeptide Y receptor Y1; NPY-Y1 expressing cells, potentiator/agonist activation; 0.37% of 220,000 active; activation, % at 3.6 µM; AID 1304; P25929; in the data active means activation above about 33%, passing the limit was not always enough;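 further: cells stimulated with NPY at EC10 then isoproterenol at EC100; 0% = low agonist plus stimulus and 100% = saturating agonist plus stimulus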
Target sequence (P25929 whole entry, looked up): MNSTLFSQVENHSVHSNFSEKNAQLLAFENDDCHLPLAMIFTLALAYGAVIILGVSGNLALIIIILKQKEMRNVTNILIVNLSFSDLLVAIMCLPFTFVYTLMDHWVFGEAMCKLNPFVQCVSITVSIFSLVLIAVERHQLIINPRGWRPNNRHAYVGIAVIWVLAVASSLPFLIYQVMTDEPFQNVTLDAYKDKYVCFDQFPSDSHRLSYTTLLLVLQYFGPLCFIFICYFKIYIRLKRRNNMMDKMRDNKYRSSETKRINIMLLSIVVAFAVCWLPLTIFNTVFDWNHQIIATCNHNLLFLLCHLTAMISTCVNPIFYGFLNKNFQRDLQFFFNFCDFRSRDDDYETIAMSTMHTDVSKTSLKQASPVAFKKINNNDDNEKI
TRPN1 ag = activates the zebrafish TRPN1 channel; HEK293 zebrafish TRPN1-YFP, Fluo-8 calcium fluorescence; 100% = response to 87 µM carbachol; activation, % at 3 µM; 0.18% of 220,000 active;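 active means activation above its plate's cutoff, the mean activation of test wells on that plate plus 3 SD, cut at about 19% in these data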;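 further: 0% = DMSO alone and 100% = 87 µM carbachol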
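Material: zebrafish TRPN1-YFP in HEK293 cells. Doses: one dose of 3 µM, 0.3% DMSO. Incubation: dye 1 h 37 °C plus 30 min RT. Measured by: intracellular calcium fluorescence with Fluo-8.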
NPY-Y2 PAM-ag = human NPY-Y2 potentiation or agonism, primary screen; P49146; cells expressing NPY-Y2, potentiator/agonist read-out; activation, % at 3.6 µM; 0.45% of 220,000 active; in the data active means activation above about 27%;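 further: cells stimulated with NPY near EC25 plus isoproterenol at EC100; 0% = vehicle plus submaximal agonist and 100% = vehicle plus saturating agonist; some results beyond the cut were filed as inactive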
Target sequence (P49146 whole entry, looked up): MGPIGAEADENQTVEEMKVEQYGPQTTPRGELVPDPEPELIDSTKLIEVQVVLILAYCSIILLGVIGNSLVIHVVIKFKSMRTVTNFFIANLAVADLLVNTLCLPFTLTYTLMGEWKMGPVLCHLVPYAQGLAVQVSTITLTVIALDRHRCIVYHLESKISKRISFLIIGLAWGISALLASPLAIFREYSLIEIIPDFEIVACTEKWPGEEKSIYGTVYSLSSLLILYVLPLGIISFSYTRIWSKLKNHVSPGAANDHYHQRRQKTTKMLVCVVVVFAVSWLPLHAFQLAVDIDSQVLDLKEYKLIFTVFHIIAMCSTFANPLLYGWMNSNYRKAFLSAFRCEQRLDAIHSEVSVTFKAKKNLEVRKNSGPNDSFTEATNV
S1P4 antag = antagonists of human S1P4 receptor | S1P4-expressing cells, antagonist mode, reporter read-out | inhibition, % at 4.98 µM | 0.26% of 220,000 active | AID 1510; in the data active means inhibition above about 29%;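 further: 0% = wells stimulated with agonist and 100% = vehicle wells without agonist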
TRPML3 agonist = human mucolipin-3 channel agonism; Q8TDD5; HEK293 TRPML3-YFP, Fluo-8 calcium fluorescence; 100% = the carbachol control signal; activation, % at 3 µM; 0.29% of 220,000 active; AID 1448;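 active means activation above its plate's cutoff, the mean activation of the plate's test wells plus 3 SD, cut at about 12% in these data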;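 further: 0% = DMSO only wells and 100% = carbachol wells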
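Test system: TRPML3-YFP stable HEK293 cells. Doses: single point at 3 µM. Incubation: dye loading 1 h 37 °C then 30 min ambient, 125 s read. Signal: Fluo-8 calcium dye fluorescence, ex 470-495, em 515-575 nm. Measure: percent activation from peak-to-basal fluorescence ratio, scaled between DMSO and carbachol.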
EP2 mod = modulators of human EP2 prostaglandin E2 receptor. 0.83% of 260,000 active. P43116. induction, % at 25 µM. EP2-expressing cells, cAMP HTRF FRET, PGE2 co-stimulation;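 active means compounds whose cAMP rise, as percent of the full-agonist control response, exceeds 60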;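 further: rat C6 glioma line stably carrying human EP2 under a CMV promoter; the protocol text gives 20 µM as final concentration; 100% = response of wells given 1 µM PGE2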
S1P4 ag = human S1P4 receptor agonism; S1P4-expressing cell line, agonist reporter assay; activation, % at 4.98 µM; 0.35% of 220,000 active; in the data active means activation above about 11%;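 further: 0% = DMSO vehicle and 100% = reference agonist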
NPY Y1 blocker = antagonists of human neuropeptide Y receptor Y1; inhibition, % at 3.6 µM; HEK293-CNG Y1 cells, membrane potential fluorescence; NPY at EC95, then isoproterenol; P25929; AID 1040; 1% of 200,000 active;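 active means inhibition above the campaign mean inhibition of all tested compounds plus 3 SD, cut at about 20% in these data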;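 further: 0% = DMSO wells given NPY plus isoproterenol and 100% = isoproterenol alone without NPY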
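Material: HEK293 Y1/CNG channel cell line; also added: NPY (25 nM), isoproterenol (1 µM), Ro 20-1724 (25 µM); doses: one concentration, 3.6 µM, in 0.4% DMSO; schedule: compound incubation 1 h at room temperature, readout 45 min post-stimulation; technique: membrane potential fluorescence; measure: fluorescence ratio normalized to % inhibition between controls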
CHOP inh = CHOP inhibition in unfolded protein response. CHO-K1 CHOP-promoter luciferase, tunicamycin-induced, 15-18 h. inhibition, % at 10 µM. 3.8% of 220,000 active. AID 2732;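 active means compounds that reduced the stress-induced luciferase reporter signal by more than about 70% of percent inhibition, limit read from the data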;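 further: 0% = tunicamycin plus vehicle and 100% = wells without tunicamycin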
The depositor's hits bear a star; / = no result given; & = joins results of further samples.

#1 COc1ccc(NS(=O)(=O)c2ccc(O)c(NC(=O)c3cc4c(C)nn(-c5ccc(F)cc5)c4s3)c2)cc1
#2 COc1ccccc1NC(=O)c1c(Nc2ccccc2C)sc(C(=O)Nc2cccc(Cl)c2)c1N
#3 CS(=O)(=O)N1CCC(C(=O)Nc2ccc(Br)cc2F)CC1
#4 CC(C)c1ccc(O)c(NC(=O)c2ncn[nH]2)c1
#5 O=C(Oc1ccc(C(=S)N2CCOCC2)cc1Br)c1cc(Cl)ccc1Cl
#6 Cc1ccc(C(=O)N/N=C\c2ccccc2[N+](=O)[O-])cn1
#7 Cc1ccccc1C(=O)NN(C)c1nc2ccccc2nc1C(F)(F)F
#8 COc1ccccc1C1C(C(N)=O)=C(C)Nc2ncnn21 (stereo not drawn)

Assay by compound | 1 | 2 | 3 | 4 | 5 | 6 | 7 | 8
TRPN1 ag | -0.3 | 0.5 | 0.5 | 1.4 | -0.8 | 2.1 | 0.6 | -0.8
CHOP inh | 108* | 100* | 60 | 6 | 7 | -14 | -6 | 29
NPY-Y2 PAM-ag | 10 | 20 | -1 | 17 | 2 | 6 | -3 | -1
NPY Y1 blocker | -8 | -5 | -1 | -3 | -4 | -1 | 2 | -4
S1P4 antag | 0 | -24 | -11 | -8 | -5 | -9 | -9 | -10
S1P4 ag | 3.4 | 0.8 | -1.6 | 1.1 | 0.1 | 2.1 | -2.4 | 1.0
EP2 mod | 11 | -1 | 27 | -32 | 23 | 16 | 24 | 2
NPY1 pot ag | -5 | 22 | -7 | 3 | 2 | 13 | -5 | 2
TRPML3 agonist | 0.3 | 0.4 | 0.8 | -0.2 | 0.2 | 0.8 | -0.4 | 0.4

#9 O=[N+]([O-])c1ccc(C(=Nc2cccc3ccccc23)N2CCOCC2)cc1
#10 CC(C)(C)NC(=O)CN1CCC(O)(c2ccccc2)CC1
#11 COc1cccc(C(=O)CN2C(=O)C(C)(C)Oc3ccc(C(=O)N4CCCCCC4)cc32)c1
#12 Cc1nn(C)cc1C(C)NC(=O)c1cc(COc2c(F)cccc2F)on1 (stereo not drawn)
#13 Cc1ccc(/C=N/NC(=O)CNC(=O)COc2ccccc2)o1
#14 O=C(Cn1nc(Cc2ccncc2)c2ccccc2c1=O)N1CCc2ccccc2C1
#15 Cc1ccc(NC(=O)CS(=O)CC(=O)NCC2CCCO2)cc1 (stereo not drawn)
#16 C=CCc1ccccc1OCC(O)CNC (stereo not drawn)

Assay by compound | 9 | 10 | 11 | 12 | 13 | 14 | 15 | 16
TRPN1 ag | -1.0 | -0.3 | -0.9 | 2.3 | 0.6 | -0.9 | -0.5 | -0.3
CHOP inh | -11 | 15 | 2 | -10 | 25 | 9 | 10 | 57
NPY-Y2 PAM-ag | -12 | 14 | -12 | -29 | -7 | 5 | 7 | 101*
NPY Y1 blocker | 6 | 5 | 1 | -3 | 4 | -3 | 1 | -21
S1P4 antag | 4 | 16 | -18 | 0 | -16 | 10 | -13 | -7
S1P4 ag | -0.7 | -1.9 | 0.0 | -0.3 | 0.9 | 0.2 | -0.4 | -0.3
EP2 mod | 34 | 6 | 33&34 | -21 | 12 | -3 | 17 | -7
NPY1 pot ag | -3 | -5 | -24 | -6 | 15 | -9 | -12 | 110*
TRPML3 agonist | -0.3 | 0.6 | -1.0 | 0.6 | 0.4 | -0.1 | 1.2 | 0.7

#17 CC(=O)c1cccc(NC(=O)c2cc(C)no2)c1
#18 COc1ccc(CCc2nnc(CCC(=O)N(C)Cc3ccnc4ccccc34)o2)cc1
#19 O=C1OCc2cc(NC(=O)C3CCCCC3)ccc21
#20 CCOc1ccc(NC(C(=O)Nc2cccc(C(C)=O)c2)c2ccccc2)cc1 (stereo not drawn)
#21 CC(C)(C)c1cc(OC(=O)c2ccncc2)ccc1O
#22 CC(=O)COC(=O)C1CCN(S(=O)(=O)c2cc([N+](=O)[O-])ccc2Cl)CC1
#23 COc1cccc2sc(NN)nc12
#24 COc1ccc(N(C(C)C(=O)Nc2ccc(S(=O)(=O)N3CCOCC3)cc2)S(C)(=O)=O)cc1 (stereo not drawn)

Assay by compound | 17 | 18 | 19 | 20 | 21 | 22 | 23 | 24
TRPN1 ag | 1.4 | 10 | 0.1 | -1.4 | 1.1 | -1.6 | -1.1 | -0.9
CHOP inh | 24 | 27 | -16 | 30 | 39 | -10 | -6 | 6
NPY-Y2 PAM-ag | -3 | 1 | 4 | 10 | 7 | -4 | 20 | 15
NPY Y1 blocker | -4 | -3 | 0 | -1 | 5 | / | -1 | -2
S1P4 antag | -1 | -28 | 1 | -15 | -5 | 2 | -1 | -21
S1P4 ag | -1.1 | -2.3 | -3.0 | -1.2 | -2.4 | 0.3 | 0.5 | 0.2
EP2 mod | -11 | -57 | -6 | -27 | -48 | -15 | -19 | 17
NPY1 pot ag | -15 | 9 | -15 | 0 | -12 | -1 | 35 | 13
TRPML3 agonist | -0.4 | 4.3 | 0.9 | 1.1 | 0.9 | 0.2 | 0.2 | 0.3

#25 CSc1ccc(S(=O)(=O)Nc2ccc3c(c2)NC(=O)CC3)cc1
#26 O=C(Nc1cccnc1)c1ccc(-c2cc(Cl)ccc2Cl)o1
#27 CCOC(=O)c1ccc(-c2ccc(/C=N/NC(=O)CN(c3cccc(C)c3)S(C)(=O)=O)o2)cc1
#28 O=C(CN1C(=O)c2ccccc2S1(=O)=O)Nc1ccccc1
#29 O=c1[nH]c(N2CCc3ccccc32)nc2c1CCCC2
#30 Cc1cc(OCC(=O)Nc2ccc3c(c2)OCCO3)ccc1Cl
#31 COc1ccc(OC)c(/C=C2/Sc3ccccc3C2=O)c1
#32 COc1ccccc1-c1cc(C(=O)NCc2ccccc2)no1

Assay by compound | 25 | 26 | 27 | 28 | 29 | 30 | 31 | 32
TRPN1 ag | 1.5 | 0.7 | -1.5 | -0.6 | -0.1 | 1.3 | 13 | -0.4
CHOP inh | 17 | 19 | 79* | 16 | 14 | 0 | 34 | 22
NPY-Y2 PAM-ag | 9 | -7 | 6 | 8 | 3 | -18 | -3 | -10
NPY Y1 blocker | -3 | -1 | 16 | 4 | 2 | 5 | 3 | 12
S1P4 antag | -5 | -12 | -13 | -11 | -8 | -2 | -8 | 3
S1P4 ag | -0.9 | -1.9 | -2.8 | 0.1 | -1.3 | -0.2 | -0.7 | 0.9
EP2 mod | -64 | -59 | 5 | 7 | -17 | -42 | 48 | -44
NPY1 pot ag | 18 | -6 | 5 | 15 | -9 | -17 | 12 | -9
TRPML3 agonist | 1.7 | 0.4 | -0.2 | -0.8 | 0.6 | -0.1 | 7.0 | -0.6

#33 Cc1cc(C)c(NC(=O)/C=C\C(=O)O)c([N+](=O)[O-])c1
#34 CCN1CCN(c2ccc(NC(=O)c3cccc(F)c3)cc2Cl)CC1
#35 COc1ccc(CNC(=O)C2CCC(CNc3c(N4CCC(C)CC4)c(=O)c3=O)CC2)cc1 (stereo not drawn)
#36 O=[N+]([O-])c1cnn(-c2nc(-c3ccccc3)cc(C(F)(F)F)n2)c1
#37 O=C(NCc1n[nH]c(=S)n1-c1ccccc1)c1ccc(S(=O)(=O)N2CCCCC2)cc1
#38 COc1ccc(C(=O)N2CCc3c([nH]c4ccccc34)C2C(F)(F)F)cc1 (stereo not drawn)
#39 CCC(=O)NC(NC(=S)Nc1cccc2cccnc12)C(Cl)(Cl)Cl (stereo not drawn)
#40 CCOC(=O)N1CCN(C(=O)Cc2c(C(=O)O)n(C)c3ccccc23)CC1

Assay by compound | 33 | 34 | 35 | 36 | 37 | 38 | 39 | 40
TRPN1 ag | 0.1 | 1.5 | 0.4 | 1.2 | -0.3 | 0.1 | -0.2 | 0.3
CHOP inh | -16 | 1 | 9 | -38 | 6 | 23 | 10 | 32
NPY-Y2 PAM-ag | -9 | 10 | 13 | -5 | 3 | 14 | 10 | -9
NPY Y1 blocker | -7 | 2 | / | 5 | 8 | / | 1 | -3
S1P4 antag | 2 | -12 | 15 | 12 | -7 | 12 | -8 | -7
S1P4 ag | -0.6 | 1.4 | -0.8 | 2.0 | 1.0 | 1.7 | -0.1 | 0.4
EP2 mod | -14 | -100&-30 | 7 | 27 | 1 | -56 | 6 | 26
NPY1 pot ag | 12 | 28 | -13 | 3 | 5 | 13 | -17 | 12
TRPML3 agonist | 0.9 | 0.8 | 0.4 | 1.1 | -0.4 | -0.4 | 0.2 | 1.3

#41 O=C(O)c1ccc(N/N=C/c2cc3cc4c(cc3nc2Cl)OCCO4)cc1
#42 CN1C(=O)CSc2ccc(NC(=O)NCc3cccnc3)cc21
#43 Oc1ccc(/C=N/Nc2ccccc2)cc1
#44 COc1cc(OC)c(C2N(c3cc(C)on3)C(=O)C3CCCN32)cc1OC (stereo not drawn)
#45 Cc1ccc2cc(C#N)c(NCCCNC(=O)C3CCCO3)nc2c1 (stereo not drawn)
#46 Cn1c(NC(=O)c2ccc(Cl)cc2)c(-c2ccccn2)c(=O)c2ccccc21
#47 CC(C)[C@H](NC(=O)c1ccccc1)C(=O)OCC(=O)N1CC(=O)Nc2ccccc21
#48 COc1cccc(C2C3=C(N=c4s/c(=C\c5cccc(O)c5)c(=O)n42)c2ccccc2CC3)c1OC (stereo not drawn)

Assay by compound | 41 | 42 | 43 | 44 | 45 | 46 | 47 | 48
TRPN1 ag | -1.1 | -0.2 | -1.4 | 1.3 | -0.3 | 1.1 | -0.6 | 0.5
CHOP inh | 11 | -10 | 6 | 6 | 28 | -3 | -8 | 25
NPY-Y2 PAM-ag | 2 | -14 | 6 | -8 | -1 | 4 | -5 | -1
NPY Y1 blocker | / | 3 | 7 | 1 | -6 | 2 | 0 | -2
S1P4 antag | 3 | 7 | 1 | -14 | -32 | 2 | 0 | -6
S1P4 ag | -0.8 | -0.7 | -1.0 | -0.5 | 2.1 | 2.3 | 0.6 | -0.9
EP2 mod | -32 | -17 | 4 | 28 | -11 | 13 | 10 | 1
NPY1 pot ag | -1 | -11 | -8 | 10 | -5 | 14 | 11 | 3
TRPML3 agonist | -0.1 | -0.2 | 0.3 | 1.0 | -0.3 | 0.1 | 0.4 | 0.9

#49 CCOC(=O)C1CCN(C(=O)CN(c2ccc(OC)c(OC)c2)S(=O)(=O)c2ccccc2)CC1
#50 O=C(Nc1nnc(SCc2ccc(F)cc2)s1)c1ccco1
#51 Cc1ccc([N+](=O)[O-])cc1NC(=O)c1ccccc1
#52 CCOC(=O)CNC(=O)c1ccc(SCC)cc1
#53 O=c1oc(-c2ccccc2)nc2sc3c(c12)CCCC3

Assay by compound | 49 | 50 | 51 | 52 | 53
TRPN1 ag | 1.4 | 1.0 | 1.2 | 0.0 | -0.1
CHOP inh | 8 | 42 | 5 | 14 | 29
NPY-Y2 PAM-ag | 4 | -2 | -3 | -14 | -15
NPY Y1 blocker | 1 | 4 | 0 | / | 7
S1P4 antag | 7 | 1 | -3 | -6 | 0
S1P4 ag | -0.5 | 1.2 | 0.2 | -0.1 | -0.3
EP2 mod | 15 | 30 | -26 | -11 | 18
NPY1 pot ag | -6 | -27 | -8 | -11 | -15
TRPML3 agonist | 0.0 | 0.9 | 0.8 | 0.1 | 0.3

Bioassay records (PubChem)
